# From PubChem
# RGS8-Gao – regulators of human RGS8-Galphao interaction | AID 1423 | response (percent of control binding), % at 10 µM | P09471 | 0.34% of 220,000 active | multiplexed bead flow cytometry, RGS8-Galphao binding; actives lie on both sides; in the data active means response below about 60% or above about 140%; inactive means in between;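 further: Galphao activated as the GDP aluminium fluoride complex binding bead-coupled RGS8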
# Target sequence (P09471 whole entry, looked up): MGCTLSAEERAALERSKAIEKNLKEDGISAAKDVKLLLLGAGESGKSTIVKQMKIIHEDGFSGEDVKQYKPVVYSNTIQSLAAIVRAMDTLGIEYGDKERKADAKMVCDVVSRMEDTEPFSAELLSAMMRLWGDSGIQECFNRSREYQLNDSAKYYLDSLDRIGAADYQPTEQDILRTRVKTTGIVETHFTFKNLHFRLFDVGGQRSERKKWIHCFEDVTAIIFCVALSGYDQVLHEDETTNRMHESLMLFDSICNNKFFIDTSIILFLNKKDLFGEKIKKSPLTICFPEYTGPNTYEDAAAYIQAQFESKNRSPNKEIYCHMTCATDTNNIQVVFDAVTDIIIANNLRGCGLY
# Bim-Mcl-1 – disrupts Bim peptide binding to human Mcl-1 | Q07820 | Bead-based flow cytometry, Bim peptide-Mcl-1 binding | inhibition, % at 10 µM | 0.1% of 190,000 active;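 further: 0% = no compound tracer wells and 100% = peptide blocker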
# RGS4-Gao reg – modulates binding of RGS4 to human Galphao | P09471 | Multiplexed bead flow cytometry; actives lie on both sides | binding response (% of control), % at 10 µM | 0.33% of 220,000 active | AID 1415; in the data active means binding response below about 49% or above about 150%; inactive means in between;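 further: fluorescent Galphao activated with aluminum fluoride binding bead-coupled RGS4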
# Bim-Bcl-2 – disrupts Bim peptide binding to human Bcl-2; Bead-based flow cytometry, Bim peptide-Bcl-2 binding; inhibition, % at 10 µM; 0.06% of 190,000 active; AID 950; in the data active means inhibition above about 40%; inconclusive means no clear call, values can overlap the other calls;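 further: 0% = no compound wells with probe peptide and 100% = reference peptide inhibitor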
# Target sequence (P10415 whole entry, looked up): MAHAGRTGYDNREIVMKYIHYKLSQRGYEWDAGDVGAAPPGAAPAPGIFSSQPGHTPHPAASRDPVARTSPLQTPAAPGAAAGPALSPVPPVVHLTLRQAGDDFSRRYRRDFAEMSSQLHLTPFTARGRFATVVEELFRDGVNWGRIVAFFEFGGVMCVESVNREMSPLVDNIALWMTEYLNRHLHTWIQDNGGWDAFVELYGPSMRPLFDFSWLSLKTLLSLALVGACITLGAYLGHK
# ABCG2 inh – human ABCG2 inhibition, ABCB1 as counter-screen; Q9UNQ0; IgMXP3 cells, JC-1 efflux, flow cytometry; 0.1% of 190,000 active; inhibition, % at 6.6 µM;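 active means inhibition above 80%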;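 further: 0% = DMSO and 100% = nicardipine control wells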
#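 Test system: ABCG2 IgMXP3 and barcoded ABCB1 CCRF-Adr cell mix; Schedule: cells with compound and JC-1, 10 min at 25 °C, rotating, no wash; Technique: flow cytometry of retained JC-1 fluorescence; Measure: % inhibition of efflux relative to nicardipine and DMSO; Controls: nicardipine high and DMSO low controls.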
# RGS7-Gao – modulates binding of RGS7 to human Galphao | 0.35% of 220,000 active | P09471 | Multiplexed bead flow cytometry; actives lie on both sides | AID 1439 | binding response (% of control), % at 10 µM; in the data active means binding response below about 49% or above about 150%; inconclusive means no clear call, values can overlap the other calls; inactive means in between;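 further: fluorescent Galphao held in activated GDP-AlF4 state binding bead-coupled RGS7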
# Bcl-B Bim block – inhibitors of Bim-Bcl-B interaction, human. Q9HD36. bead-based flow cytometry, Bim peptide-Bcl-B binding. inhibition, % at 10 µM. 0.073% of 190,000 active;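 further: 0% = tracer peptide without compound and 100% = reference inhibitor peptide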
# Bim-Bcl-W – human Bim-Bcl-W interaction inhibition | Q92843 | bead-based flow cytometry, Bim peptide-Bcl-W binding | inhibition, % at 10 µM | 0.02% of 190,000 active | AID 952;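 further: 0% = bound tracer without compound and 100% = peptide blocker; higher means less fluorescent Bim peptide bound to Bcl-W beads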
# Target sequence (Q92843 whole entry, looked up): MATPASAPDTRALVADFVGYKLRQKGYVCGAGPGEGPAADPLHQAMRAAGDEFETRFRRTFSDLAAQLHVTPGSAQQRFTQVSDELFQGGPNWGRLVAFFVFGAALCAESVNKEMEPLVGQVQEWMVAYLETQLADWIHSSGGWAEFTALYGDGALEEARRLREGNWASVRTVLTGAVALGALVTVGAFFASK
# Bim-Bfl-1 – disrupts Bim binding to human Bfl-1; Bead-based flow cytometry, Bim-Bfl-1 binding inhibition; inhibition, % at 10 µM; Q16548; 0.12% of 190,000 active;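 further: 0% = wells without compound plus tracer and 100% = blocker peptide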
# Bim-Bcl-XL – inhibitors of Bim-Bcl-XL interaction, human. inhibition, % at 10 µM. 0.04% of 190,000 active. Q07817. Bim peptide-Bcl-XL binding, bead flow cytometry, fluorescence
# Target sequence (Q07817 whole entry, looked up): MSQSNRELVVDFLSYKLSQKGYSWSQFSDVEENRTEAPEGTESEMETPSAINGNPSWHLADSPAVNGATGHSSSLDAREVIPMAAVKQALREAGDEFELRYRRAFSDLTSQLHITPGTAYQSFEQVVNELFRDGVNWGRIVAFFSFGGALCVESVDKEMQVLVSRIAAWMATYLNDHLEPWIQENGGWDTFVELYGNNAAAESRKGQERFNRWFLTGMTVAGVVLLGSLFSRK
# ABCB1 inh – blocks JC-1 efflux by human ABCB1 transporter | inhibition, % at 6.6 µM | P08183 | 0.067% of 190,000 active | CCRF-Adr cells, flow cytometry; in the data active means inhibition above about 40%;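 further: 0% = vehicle and 100% = reference inhibitor; higher value means more JC-1 retained so stronger ABCB1 efflux block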
# Active calls of the source: *; ? = inconclusive; & = joins results of further samples. Unless noted, no stated cut-off is given here; in the data, active means inhibition above about 40%. Rows are unselected; about 0.94% have a hit in one of these screens.
SMILES,RGS8-Gao,Bim-Mcl-1,RGS4-Gao reg,Bim-Bcl-2,ABCG2 inh,RGS7-Gao,Bcl-B Bim block,Bim-Bcl-W,Bim-Bfl-1,Bim-Bcl-XL,ABCB1 inh
Cc1cc(C)nc(N(C#N)CCOc2ccc(Cl)cc2)n1,88.8,-6.0,102.7,-6.0,20.9,101.8,-6.0,-4.0,-4.0,0.0,0.9
O=C(C[n+]1cc(-c2ccccc2)n2c1CCC2)Nc1nc(-c2ccc(F)cc2)cs1,105.3,-6.0,107.3,-7.0,5.0,110.9,-21.0,-9.0,-13.0,-11.0,0.3
CCOC(=O)CSC1=C(C#N)C(c2ccc(C)cc2)C2=C(CCCC2=O)N1 (stereo not drawn),100.8,-4.0,99.0,-10.0,20.1,100.0,-7.0,-2.0,-19.0,-7.0,1.7
O=[N+]([O-])c1ccccc1CN1CCN(Cc2c[nH]c3ccccc23)CC1,104.7,-1.0,100.8,-1.0,0.4,98.4,-6.0,-3.0,-9.0,-3.0,0.4
CCOC(=O)C1C(=O)CC(C)(O)C(C(=O)OCC)C1/C=C/c1ccccc1 (stereo not drawn),102.1,2.0,100.7,0.0,0.1,110.1,2.0,1.0,-1.0,3.0,0.0
Cc1ccc(N(CC(=O)Nc2ccc(C)cc2C)S(=O)(=O)N2CCCC2)cc1,101.8,-6.0,98.3,-11.0,43.6,93.5,-11.0,-3.0,-21.0,-9.0,1.6
COCCCNC(=O)Cn1ncc2ccsc2c1=O,105.3,-1.0,102.4,-6.0,0.1,96.5,-8.0,0.0,-9.0,-3.0,0.2
Cc1nc2ccc(Cl)cc2c(-c2ccccc2F)c1CC(=O)O,98.4,0.0,100.8,-1.0,13.8,99.0,-3.0,0.0,0.0,-1.0,1.8
O=C(O)C1CCCCC1C(=O)NCCc1ccc(F)cc1 (stereo not drawn),105.1,5.0,102.8,-1.0,0.8,97.7,0.0,2.0,2.0,0.0,0.3
CCC1CCc2sc(C(=O)O)cc2C1 (stereo not drawn),101.9,0.0,109.3,-8.0,3.9,101.1,-7.0,0.0,-11.0,-3.0,0.5
S=c1nc(C2CCCCC2)[nH][nH]1,99.2,-4.0,104.0,-10.0,3.9,107.0,-20.0,-3.0,-3.0,-2.0,-0.3
O=C(CNC(=S)N(Cc1ccccc1Cl)C1CCCC1)NCCCN1CCOCC1,101.6,-1.0,100.4,-2.0,0.9,97.4,-10.0,-1.0,-6.0,-3.0,0.3
O=C(CN1CCOCC1)Nc1ncc(Cc2cccc(Cl)c2)s1,102.7,-2.0,102.3,-12.0,8.9,97.5,-11.0,0.0,-1.0,-3.0,1.0
Cc1oc(C(C)(C)C)c(CN2CCCC2)c1C(=O)O,97.9,3.0,91.2,2.0,0.6,92.1,2.0,1.0,-2.0,0.0,0.5
O=C(CCN1C(=O)C2C3C=CC(C4CC34)C2C1=O)Oc1ccccc1 (stereo not drawn),99.0,-3.0,100.0,-6.0,1.3,95.4,-3.0,-4.0,-7.0,-2.0,0.6

# Just ABCG2 inh and Bcl-B Bim block, for two of the compounds above:
mol | ABCG2 inh | Bcl-B Bim block
COCCCNC(=O)Cn1ncc2ccsc2c1=O | 0.1 | -8.0
Cc1cc(C)nc(N(C#N)CCOc2ccc(Cl)cc2)n1 | 20.9 | -6.0

# Next results.
SMILES,RGS8-Gao,Bim-Mcl-1,RGS4-Gao reg,Bim-Bcl-2,ABCG2 inh,RGS7-Gao,Bcl-B Bim block,Bim-Bcl-W,Bim-Bfl-1,Bim-Bcl-XL,ABCB1 inh
CC(=O)Nc1ccc(N=Nc2c(C)[nH]n(C(N)=S)c2=O)cc1,102.5,-3.0,104.0,-6.0,-1.2,100.6,-7.0,-6.0,-1.0,-4.0,-0.6
Cc1ccc(NC(=O)COC(=O)CSC(=S)N2CCOCC2)cc1,97.0,-2.0,97.0,-1.0,0.5,96.6,-2.0,-1.0,-5.0,-3.0,0.1
Cc1ccccc1S(=O)(=O)Cc1ccc(C(=O)N2CCN(c3cccc(C)c3C)CC2)o1,97.5,0.0,96.0,0.0,3.2,98.0,0.0,2.0,0.0,-2.0,1.0
COC(=O)c1c(NC(=O)Cn2cnc([N+](=O)[O-])n2)sc2c1CCC(C)C2 (stereo not drawn),98.4,-19.0,101.7,-7.0,7.3,112.3,-53.0,-7.0,8.0,-15.0,0.7
COCC(C)n1c(C)cc(C(=O)COC(=O)CN=C2NS(=O)(=O)c3ccccc32)c1C (stereo not drawn),104.3,-3.0,104.3,-6.0,0.9,103.8,-7.0,-5.0,-2.0,-9.0,0.0
CCOC(=O)Cn1c(C(=O)OCC)cc2sccc21,112.3,-5.0,103.7,-2.0,1.5,107.8,-3.0,-1.0,-3.0,-9.0,0.0
Cc1ccc2cc(CN(Cc3ccco3)C(=S)NCC3CCCO3)c(=O)[nH]c2c1C (stereo not drawn),101.1,-5.0,97.6,-2.0,3.8,98.2,-6.0,-6.0,-2.0,-7.0,3.4
CCNC(=S)NS(=O)(=O)c1ccccc1,102.5,-1.0,98.2,2.0,3.0,102.5,-2.0,-5.0,-1.0,-4.0,1.0
O=C(CSCc1ccc(F)cc1)NCc1ccco1,102.5,0.0,104.7,-8.0,23.1,103.8,-7.0,0.0,-15.0,-3.0,1.4
N#C/C(=C\c1ccc[nH]1)S(=O)(=O)c1ccccc1,100.8,-4.0,102.8,-11.0,0.0,102.1,-11.0,-3.0,-9.0,-6.0,0.0
COc1ccc(OC(C)C(=O)N2CCC(C)CC2)cc1 (stereo not drawn),99.2,-1.0,95.0,-6.0,0.5,102.8,-5.0,2.0,-9.0,-8.0,0.0
Cc1nc(NC(=O)CC(C)C)sc1-c1csc(Nc2ccc(Cl)cc2)n1,99.9,64.0*,101.4,-8.0,3.8,101.9,-7.0,1.0,-10.0,-4.0,0.5
Cc1cc(N2CCN(C/C=C/c3ccccc3)CC2)n2ncnc2n1,101.5,2.0,98.4,-6.0,1.8,101.3,-3.0,2.0,-12.0,-2.0,0.5
COc1ccc(C=O)cc1Cn1c(C)cc(C)c(C#N)c1=O,100.2,1.0,108.7,-4.0,5.7,99.8,-4.0,-3.0,0.0,-3.0,0.8
O=S(=O)(NCc1ccccc1)c1cccc2nonc12,102.8,-7.0,102.5,-11.0,3.8,101.5,-12.0,-4.0,-18.0,0.0,0.8
COc1ccc(C(c2nnnn2CCc2ccccc2)N2CCN(C3CCCC3)CC2)cc1 (stereo not drawn),94.7,-1.0,101.3,1.0,-0.5,97.2,-2.0,1.0,1.0,-3.0,0.4
Cc1ccc(C)c(NC(=O)c2nnn(Cc3ccccc3C)c2N)c1,99.9,-4.0,102.0,-3.0,3.1,100.0,-5.0,-6.0,-2.0,-3.0,0.5
CNC(=O)c1[nH]cnc1C(=O)N[C@@H](CC(C)C)C(=O)OCc1ccccc1,93.0,0.0,87.4,-3.0,7.4,88.6,-2.0,-1.0,-3.0,0.0,1.7
O=C1CC(=O)N(Cc2cccs2)C(=O)N1,89.2,-1.0,85.6,-7.0,-9.9,84.1,-9.0,1.0,-14.0,-7.0,-0.5
O=C(O)C1CC(c2ccc(F)cc2)=NO1 (stereo not drawn),108.2,-3.0,102.5,-10.0,-1.0,105.5,-10.0,4.0,-13.0,12.0,-0.2
O=C(O)/C=C/c1ccc2noc(-c3ccccc3)c2c1,102.3,1.0,100.8,-1.0,4.2,87.6,0.0,-1.0,-5.0,0.0,-0.9
Cc1ccc(-c2nnc3c4ccccc4c(C)nn23)cc1NC(=O)CN1CCOCC1,92.7,0.0,88.1,-9.0,4.0,87.4,0.0,0.0,-12.0,-4.0,0.8
O=C(NC1CCCCC1)C(c1cccs1)N(C(=O)C(F)(F)F)c1ccccc1 (stereo not drawn),104.3,-5.0,108.8,-14.0,-1.6,110.6,-5.0,-9.0,-11.0,-3.0,0.6
O=C(CCc1ccccc1)Nc1ccc(Cl)cn1,100.5,-2.0,104.5,2.0,28.1,104.1,-3.0,-3.0,-1.0,-1.0,0.6
COC(=O)[C@@]1(Cc2ccc(F)cc2)[C@H]2c3cc(C(=O)N4CCCC4)n(CCc4ccccn4)c3C[C@H]2CN1C(=O)c1ccccc1,75.0,0.0,87.2,0.0,19.0,91.9,-3.0,-1.0,1.0,-2.0,13.9
N=c1c(C(=O)NCC2CCCO2)cc2c(=O)n3ccccc3nc2n1Cc1cccnc1 (stereo not drawn),119.8,-4.0,103.4,-1.0,7.8,103.6,5.0,-4.0,-8.0,-9.0,-0.1
CSc1ccc(CN2C(=O)NC3(CCCCC3)C2=O)cc1,103.3,0.0,101.8,-1.0,6.5,?,0.0,2.0,-3.0,0.0,2.3
Cc1ccc(NC(=O)c2cc(S(=O)(=O)N3CCOCC3)c(Br)s2)cc1,103.9,-3.0,107.8,-1.0,2.6,107.9,-1.0,-1.0,-6.0,-7.0,0.2
CCOC(=O)CSc1nc2c(c(=O)[nH]c(=O)n2C)n1CCc1ccccc1,91.8,0.0,86.0,-3.0,0.6,90.4,-2.0,-1.0,-2.0,-4.0,-1.9
COc1cccc(/C=N/NC(=O)C(=O)NCc2cccnc2)c1,102.1,-2.0,101.5,0.0,11.6,96.9,-8.0,-1.0,-1.0,0.0,1.6
CC(C)c1ccc(C2NC(=O)CCC2[N+](=O)[O-])cc1 (stereo not drawn),100.8,5.0,99.1,-2.0,0.6,102.4,0.0,4.0,-3.0,0.0,0.4
CCOC(=O)C1=C(C)NC(C)=C(C(=O)OC)C1c1cccc([N+](=O)[O-])c1 (stereo not drawn),99.0&101.0,-2.0&-1.0,92.4&99.8,0.0&-3.0,8.9&4.7,96.2&94.7,-5.0&-1.0,-4.0&-3.0,0.0&-2.0,-3.0&-1.0,1.3
CC(C)(C)c1cccc(OCCCSc2ncccn2)c1,99.8,-2.0,100.2,-6.0,1.3,99.6,-4.0,-1.0,0.0,0.0,0.2
Cc1ccc(NC(=O)O/N=C2\CCCCC2c2ccc([N+](=O)[O-])cc2[N+](=O)[O-])cc1 (stereo not drawn),100.9,1.0,102.1,-5.0,1.2,100.6,-5.0,3.0,-12.0,-4.0,0.2
COc1cc2[nH]c(=O)n(CCC(=O)NCCCN3CCN(c4ccccc4F)CC3)c(=O)c2cc1OC,101.0,0.0,102.1,-1.0,-3.6,97.6,0.0,0.0,-6.0,-3.0,-0.7
COc1cccc(C2CC(c3ccc(Cl)cc3Cl)n3nc(N)nc3N2)c1 (stereo not drawn),102.7,-5.0,102.5,-9.0,8.9,100.8,-9.0,-6.0,-13.0,-12.0,1.1
Cc1ccc(NC(=O)Cn2c(O)c(N=NC(=O)c3ccncc3)c3ccccc32)cc1,102.6,-3.0,107.1,-4.0,7.1,110.2,-5.0,-5.0,-5.0,0.0,0.2

# Molecules from the list above containing a tert-butyl group:
SMILES,RGS8-Gao,Bim-Mcl-1,RGS4-Gao reg,Bim-Bcl-2,ABCG2 inh,RGS7-Gao,Bcl-B Bim block,Bim-Bcl-W,Bim-Bfl-1,Bim-Bcl-XL,ABCB1 inh
Cc1oc(C(C)(C)C)c(CN2CCCC2)c1C(=O)O,97.9,3.0,91.2,2.0,0.6,92.1,2.0,1.0,-2.0,0.0,0.5
CC(C)(C)c1cccc(OCCCSc2ncccn2)c1,99.8,-2.0,100.2,-6.0,1.3,99.6,-4.0,-1.0,0.0,0.0,0.2
